Screens deposited in PubChem by Johns Hopkins Ion Channel Center.
CHT block: inhibitors of human choline transporter CHT; High affinity choline transporter 1 (Homo sapiens), Q9GZV3; CHT-expressing cells, membrane potential dye, choline response; hits give low values; B-score at 10 µM; 0.86% of 310,000 active; AID 488975, 2010;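 active = B-score over 3 SD under the library average, and starting fluorescence ratio not unusually high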;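 also: choline stimulus applied at its EC90 after an EC20 pre-addition; B-score computed on integrated fluorescence ratio after choline addition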
Target sequence (Q9GZV3 whole entry, looked up): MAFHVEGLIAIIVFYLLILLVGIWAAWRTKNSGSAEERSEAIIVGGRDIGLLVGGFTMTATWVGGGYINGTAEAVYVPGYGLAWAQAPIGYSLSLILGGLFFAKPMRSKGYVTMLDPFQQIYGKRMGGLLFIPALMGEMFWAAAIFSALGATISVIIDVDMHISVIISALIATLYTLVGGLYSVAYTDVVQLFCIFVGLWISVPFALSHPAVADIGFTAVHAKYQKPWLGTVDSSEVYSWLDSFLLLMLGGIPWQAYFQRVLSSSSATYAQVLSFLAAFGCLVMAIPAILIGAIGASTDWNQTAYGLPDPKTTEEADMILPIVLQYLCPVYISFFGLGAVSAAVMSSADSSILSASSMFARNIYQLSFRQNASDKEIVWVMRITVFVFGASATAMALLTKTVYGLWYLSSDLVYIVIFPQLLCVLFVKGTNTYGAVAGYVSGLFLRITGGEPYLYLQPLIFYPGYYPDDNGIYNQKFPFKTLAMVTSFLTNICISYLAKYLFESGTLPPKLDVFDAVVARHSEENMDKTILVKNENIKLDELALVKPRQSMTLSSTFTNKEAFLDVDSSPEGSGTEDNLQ
Kir21 block: inhibitors of mouse Kir2.1 inward-rectifier potassium channel. B-score at 10 µM. Inward rectifier potassium channel 2 (Mus musculus), P35561. 0.85% of 310,000 active. AID 1672, 2009. HEK293-Kir2.1, FluxOR thallium flux fluorescence; hits give low values;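 active = fluorescence ratio B-score at or below minus 3 SD of library scores, with starting-brightness B-score within 2 SD, cut at about -4.2 in these data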;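 also: channel flux triggered by added potassium and thallium sulfate stimulus; B-score of peak minus minimum fluorescence over baseline after thallium stimulus; more negative B-score means stronger Kir2.1 block with less thallium influx; some compounds called inactive have numbers as strong as hits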
Target sequence (P35561 whole entry, looked up): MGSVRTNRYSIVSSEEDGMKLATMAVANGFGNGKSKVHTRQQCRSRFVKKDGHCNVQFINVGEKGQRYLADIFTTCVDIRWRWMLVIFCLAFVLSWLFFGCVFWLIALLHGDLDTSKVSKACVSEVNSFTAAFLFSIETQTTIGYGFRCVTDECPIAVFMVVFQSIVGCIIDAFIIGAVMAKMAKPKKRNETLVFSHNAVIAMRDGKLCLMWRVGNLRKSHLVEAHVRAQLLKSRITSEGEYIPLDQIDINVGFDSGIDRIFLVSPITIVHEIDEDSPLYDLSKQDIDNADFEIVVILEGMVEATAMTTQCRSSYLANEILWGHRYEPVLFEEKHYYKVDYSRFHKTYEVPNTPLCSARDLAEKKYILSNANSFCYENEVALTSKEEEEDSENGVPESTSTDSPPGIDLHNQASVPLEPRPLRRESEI
An asterisk follows results filed as active; i = inactive; x = not tested or not shown.

CHT block	Kir21 block	SMILES
i	2.15	CC(C(=O)N1c2ccccc2CCc2ccccc21)n1nnc(-c2ccc(N(C)C)cc2)n1 (stereo unspecified)
i	-0.35	CCc1nc(SCC(N)=O)c2c(=O)n(C)c(=O)n(C)c2n1
i	-1.12	O=C1CCCN1CCCNS(=O)(=O)c1ccc(F)c(F)c1
i	-0.54	CC1CC(Nc2ccccc2)=NC1(C)C (stereo unspecified)
i	0.04	COc1ccc(NC(=O)CC2SC(=NCC3CCCO3)NC2=O)cc1 (stereo unspecified)
i	-1.12	Cc1ccn2c(CNCCn3nc(C)cc3C)c(C(=O)N3CCCCCC3)nc2c1
i	-0.69	O=C(O)CCC(=O)N1CCc2cc(S(=O)(=O)NC3CCCc4ccccc43)ccc21 (stereo unspecified)
i	0.9	O=C(Nc1cccc(Cl)c1)N1CCc2ccccc2C1
i	0.68	CS(=O)(=O)c1cccc(C(=O)Oc2ccccc2)c1
i	0.05	O=C(NCc1cccc(C(F)(F)F)c1)c1cc(Cl)cc(Cl)c1
i	0.39	Cc1cccc(C(=O)NCCC(=O)Nc2nc(C)c(Cc3ccc4c(c3)OCO4)s2)c1
i	-0.95	COc1ccc(S(=O)(=O)N2CCCCC2)cc1NC(=O)c1ccc2c(c1)OCO2
i	0.09	O=C(COc1ccccc1F)NNC(=O)Cc1ccc(S(=O)(=O)N2CCOCC2)s1
i	0.43	Cc1cccc(N2CCN(C(=O)CCn3c(=S)[nH]c4cc5c(cc4c3=O)OCO5)CC2C)c1 (stereo unspecified)
i	0.59	Cc1ccc2cc(C#N)c(SCC(=O)N3CCCC3)nc2c1
i	0.84	COc1ccc(CSc2nnnn2-c2ccc(C(=O)O)cc2)cc1
i	0.91	C=CCNC(=O)Nc1cc(Cl)ccc1OC
i	-1.73	O=C(NCCC1CCCCN1S(=O)(=O)c1ccc(Cl)cc1)C(=O)NCCN1CCOCC1 (stereo unspecified)
i	0.6	O=C(NC1CC1)C1CCCN1S(=O)(=O)c1ccc2ccccc2c1 (stereo unspecified)
i	-0.82	Cc1ccc2c(c1)N(CC(=O)N1CCCCCC1)C(=O)C(C)O2 (stereo unspecified)
i	-0.61	CCOc1ccc(S(=O)(=O)N(C)c2ccc(OCC(=O)NCc3cccnc3)cc2)cc1
i	-0.85	CC(NC(=O)c1ccc(Br)cc1Br)c1ccccc1 (stereo unspecified)
i	-2.54	CCN(CC)S(=O)(=O)c1ccc2nc(COC(=O)c3n[nH]c4ccccc34)[nH]c2c1
i	0.12	O=S(=O)(N1CCCCC1)N1CCCN(S(=O)(=O)N2CCCCC2)CC1
i	0.21	O=C(COc1ccc(-c2ccccc2)cc1)N1CCN(C(=O)c2cccnc2)CC1
i	-0.1	CCOC(=O)Nc1ccc2c(c1)nc1n2CCN(CCOC)C1
i	-0.13	O=C(Cn1nnc2ccccc21)NC1CCCCC1
i	-1.39	COc1ccc(C(CNC(=O)COc2ccc(C)c(C)c2)N2CCCCC2)cc1 (stereo unspecified)
i	1.19	CCOC(=O)N1CCN(Cc2nc3ccc([N+](=O)[O-])cc3c(=O)n2-c2ccccc2F)CC1
x	-1.51	CC(C)Cn1c(/C=N/Nc2nc3ccccc3[nH]2)nc2ccccc21
i	0.17	Cc1sc2nc3c(SC(C)C(=O)O)cc(C(=O)c4ccccc4O)cn3c(=O)c2c1C (stereo unspecified)
i	-0.73	CC(C(=O)N(C)c1ccccc1)N1CCN(C(=O)c2ccccc2)CC1 (stereo unspecified)
i	0.24	O=C(O)/C(=C1/OC(=O)c2ccccc21)c1ccccc1
i	0.45	O=C1c2ccccc2C(=O)N1CCCC(=O)N1CCc2ccccc21
i	-0.04	COc1cc(OC)c(C(=O)Nc2ccccc2-c2ccccc2)cc1OC
i	-1.37	O=C(CCNC(=O)Cn1ccc2ccccc2c1=O)NCc1ccccn1
i	0.05	Cc1cccnc1NC(=O)c1ccc(S(=O)(=O)N2CCC(C)CC2)cc1
i	-0.22	CC(C)Cn1c(SCc2nc3ccccc3c(=O)[nH]2)nc2ccccc2c1=O
-5.32*	-0.13	CC(C)C(NC(=O)c1ccccc1Br)c1ccccc1 (stereo unspecified)
i	-0.58	Cc1cc(C)cc(-c2nnc(SCC(=O)NCc3cccs3)o2)c1
i	1.69	CCOc1cc(/C=C2\SC(=O)N=C2N)ccc1O
i	1.85	Cc1cc(Cl)ccc1NC(=S)N1CCN(C(=O)c2ccco2)CC1
i	-0.05	C/C(=N\Nc1cc(N2CCOCC2)ncn1)c1ccc(O)cc1
i	-0.41	Fc1ccccc1-c1nc(-c2ccccc2)no1
i	0.77	COc1cccc(-c2cc(C(F)(F)F)nc(N3CCC(C)CC3)n2)c1
i	1.54	CCCCn1c(N)c(N(CCOC)C(=O)CSCc2c(C)noc2C)c(=O)[nH]c1=O
i	-1.19	O=C(NC1CCc2ccccc21)C12CN(Cc3ccccc3)CC1C(c1cccc([N+](=O)[O-])c1)=NO2 (stereo unspecified)
i	0.46	CC(=O)Nc1ccc(S(=O)(=O)NNC(=O)c2ccc([N+](=O)[O-])cc2)cc1
i	-0.61	O=C1C2C3C=CC(CC3)C2C(=O)N1/N=C/c1ccc(O)c(O)c1 (stereo unspecified)
i	-1.04	CC(C)Cc1ccc(-c2cc(=O)[nH][nH]2)cc1

(listing goes on)
CHT block	Kir21 block	SMILES
i	-0.82	Cn1nc(C(F)(F)F)c2cc(NC(=O)OCC(C)(C)C)sc21
i	-0.5	COCCOC(=O)C1=C(C)N=c2s/c(=C\c3cccs3)c(=O)n2C1c1cccs1 (stereo unspecified)
i	-1.03	Cn1nccc1C(=O)OCC(=O)Nc1ccc(S(N)(=O)=O)cc1
i	0.36	O=C(CSc1nc(-c2ccc(F)cc2)cs1)Nc1ccccn1
i	0.36	COc1cc(NC(=O)c2cc3ccccc3cc2O)c(OC)cc1Cl
i	1.38	CCc1nnc(NC(=O)CSc2nnc(Cc3cccn3C)n2C)s1
i	0.3	COCCN(C(=S)Nc1cccc(OC)c1)C1CCN(C(C)=O)CC1
i	-0.53	Cc1ccccc1OCC(=O)NC(=S)Nc1ccc(Br)c(C)n1
i	1.25	CCN(c1ccc(OC)cc1)S(=O)(=O)c1nnc(NC(=O)COc2ccccc2)s1
i	-1.34	CC(C)Nc1nc(Oc2ccc(Cl)cc2)cc(C(F)(F)F)n1
i	0.96	CC(C)C[C@@H](CN=[N+]=[N-])N1CCN(CC(C)C)CCC1=O
i	-0.07	O=C(CSc1ncn[nH]1)Nc1nsc(-c2ccccc2)n1
i	0.94	COc1ccc(/C=N/n2c(-c3cccs3)n[nH]c2=S)cc1
i	-1.06	CN=c1scc(-c2ccccc2Br)n1/N=C/c1ccc[nH]1
i	2.6	O=C(CSc1nnc2ccc(-c3ccncc3)nn12)N1CCCCC1
i	0.72	CN(C(=O)c1ccccc1Cl)c1ccccc1C(=O)NCc1ccccc1
i	-0.19	O=C(CCN1C(=O)c2ccc([N+](=O)[O-])cc2C1=O)Nc1nccs1
i	-1.71	Cc1ccc(NC(=O)CN(c2ccc(Cl)cc2)S(=O)(=O)c2cc([N+](=O)[O-])ccc2Cl)c(C)c1
i	-0.56	CC(=O)Cc1nsc(NC(=O)c2c(-c3ccccc3Cl)noc2C)n1
i	-1.07	CCCCOC(=O)c1cc(Cl)c(O)c(OC)c1
i	0.47	COc1ccc(C(=O)NNC(=O)CSc2nc3c(c(=O)n(C)c(=O)n3C)n2C)cc1
i	-1.7	O=C(NCc1cccs1)C1CCCN(C(=O)Nc2ccccc2)C1 (stereo unspecified)
i	0.21	O=C(CCNS(=O)(=O)c1cccc2nsnc12)N1CCc2ccccc21
i	x	CCn1c(SCC(=O)Nc2ccccc2F)nc2c(c1=O)SC(C)C2 (stereo unspecified)
i	0.76	COc1ccc(OCC(O)CN2C(=O)NC(C)(C)C2=O)cc1 (stereo unspecified)
i	-0.48	CC(=O)Nc1ccc(OC(=O)c2c(-c3ccccc3Cl)noc2C)cc1
i	0	O=C(CCNC(=O)C1CCN(S(=O)(=O)c2ccccc2)CC1)NCc1ccncc1
i	1.61	COc1cccc(Cn2c(=O)ccc3ccccc32)c1
i	-0.15	CCc1ccc(OCC(=O)NNC(=O)Cc2cccs2)cc1
i	-0.69	S=C(Nc1ccccc1)N1CCN(c2ccc(N3CCOCC3)nn2)CC1
i	-0.68	CC(C)CC(C(=O)NC1CCCC1)N(Cc1ccc2c(c1)OCO2)C(=O)c1snc(C(N)=O)c1N (stereo unspecified)
i	0.55	Cc1cccc(NC(=O)CSc2nnc([C@H](C)NC(=O)OC(C)(C)C)o2)c1C
i	1.26	Cc1cc(C)c(NC(=O)c2cccs2)c(C)c1NC(=O)c1cccs1
i	0.67	O=C(NC1CC(=O)N(c2ccccc2)C1)C(=O)c1c[nH]c2ccccc12 (stereo unspecified)
i	-0.72	CCn1c(SCC(=O)N2CCN(c3cccc(Cl)c3)CC2)nc2ccccc2c1=O
i	-0.29	COc1ccc(N=Cc2ccc(-c3ccccc3)o2)cc1
i	x	CCC(C)(C)C1CCc2[nH]nc(C(=O)NC(C)C)c2C1 (stereo unspecified)
i	1.74	CC1CN(C(=O)c2cccc(C(=O)N3CC(C)OC(C)C3)c2)CC(C)O1 (stereo unspecified)
i	-1.17	C/C=C1\COC(C(=O)NCc2ccccc2)(C(F)(F)F)C=C1C=C(C)C (stereo unspecified)
i	0	COc1cccc(CNc2ccc(F)c(Cl)c2)c1O
i	1.86	Cc1nc2cc(N)ccc2n1-c1ccccc1
i	0	O=C(Cn1cnc2ccccc2c1=O)NCC(=O)N1CCOCC1
i	-0.56	CC(C(=O)NC1CCCc2ccccc21)N1CCN(c2ccc(F)cc2)CC1 (stereo unspecified)
i	-1.2	CC(CNS(=O)(=O)c1ccccc1)Sc1nncn1C (stereo unspecified)
i	-0.55	C#CCOCCOCCOCCNc1nc(N2CCN(C(=O)[C@H]([C@@H](C)CC)n3cc([C@@H](N)CC(C)C)nn3)CC2)nc(N2CCN(C(=O)[C@H](CCCCN)n3cc([C@@H](N)CC(C)C)nn3)CC2)n1
i	-1.21	CCc1ccc(N(C(C)=O)C2C=CS(=O)(=O)C2)cc1 (stereo unspecified)
i	-1.63	O=C(OC1CCCCC1=O)c1ccc(F)c(S(=O)(=O)N2CCOCC2)c1 (stereo unspecified)
i	0.03	CCc1ccc(NC(=O)CS(=O)CC(=O)NCCCc2ccccc2)cc1 (stereo unspecified)
i	-0.75	Cc1[nH]n(-c2cccc(Cl)c2)c(=O)c1/C=N/n1c(C)nc2ccccc2c1=O
i	0.06	Cc1ccc(NC(=O)CSCC(=O)Nc2nnc(C)s2)cc1

Pulled by compound from above, 2 records:
CHT block	Kir21 block	SMILES
i	-1.21	CCc1ccc(N(C(C)=O)C2C=CS(=O)(=O)C2)cc1 (stereo unspecified)
i	0.03	CCc1ccc(NC(=O)CS(=O)CC(=O)NCCCc2ccccc2)cc1 (stereo unspecified)

More results
CHT block	Kir21 block	SMILES
i	-1.82	COCCNC(=O)Cn1cc(C(=S)N2CCCCC2)c2ccccc21
i	0.24	O=C(Nc1ccc2c(c1)OCO2)c1cc(-c2ccccc2Cl)on1
i	-0.53	O=C1C(=C2CCCCC2)SC(=S)N1Cc1ccco1
i	0.78	N#Cc1c(/N=C/c2cccnc2)sc2c1CCCC2
i	0.79	Cn1c(=O)[nH]c(=O)c2c1nc1n2CC(COc2ccc3ccccc3c2)O1 (stereo unspecified)
i	1.37	COCCn1nnnc1C(c1cc2cc(C)ccc2[nH]c1=O)N1CCCCCC1 (stereo unspecified)
i	-1.68	CC1CN(C(=O)/C=C/c2ccccc2Cl)CC(C)O1 (stereo unspecified)
i	-1.38	C/C(=N\NC(=O)c1ccc2c(c1)OCO2)c1ccc(C(=O)O)s1
i	-1.06	O=C1OCCC/C1=C\c1ccc2c(c1)OCO2
i	0.86	O=C(Nc1ccc(S(=O)(=O)Nc2cnc3ccccc3n2)cc1)c1ccccc1Br
i	0.03	CCN(CC)CCN1C(=O)C(O)=C(C(=O)c2cccs2)C1c1ccccn1 (stereo unspecified)
i	-3.27	CC(Sc1ccccc1)C(=O)N1CCN(S(=O)(=O)c2cccc(Br)c2)CC1 (stereo unspecified)
i	x	COC(=O)C(C)(N)Cc1ccc(O)cc1 (stereo unspecified)
i	0.35	Cc1c(C(=O)O)sc2ncn(C)c(=O)c12
i	-1.71	Clc1ccc(-c2nnc(NCc3ccccc3)c3ccccc23)cc1
i	-0.03	C=CCNc1nc(-c2ccccc2)nc(-n2ccnc2)n1
i	-0.64	O=C(CNC(=S)N(Cc1ccc(F)cc1)C1CCCCC1)NCCN1CCOCC1

Structural class, the compounds so far containing a thiophene ring, fused or not
CHT block	Kir21 block	SMILES
i	0.09	O=C(COc1ccccc1F)NNC(=O)Cc1ccc(S(=O)(=O)N2CCOCC2)s1
i	0.17	Cc1sc2nc3c(SC(C)C(=O)O)cc(C(=O)c4ccccc4O)cn3c(=O)c2c1C (stereo unspecified)
i	-0.58	Cc1cc(C)cc(-c2nnc(SCC(=O)NCc3cccs3)o2)c1
i	-0.82	Cn1nc(C(F)(F)F)c2cc(NC(=O)OCC(C)(C)C)sc21
i	-0.5	COCCOC(=O)C1=C(C)N=c2s/c(=C\c3cccs3)c(=O)n2C1c1cccs1 (stereo unspecified)
i	0.94	COc1ccc(/C=N/n2c(-c3cccs3)n[nH]c2=S)cc1
i	-1.7	O=C(NCc1cccs1)C1CCCN(C(=O)Nc2ccccc2)C1 (stereo unspecified)
i	-0.15	CCc1ccc(OCC(=O)NNC(=O)Cc2cccs2)cc1
i	1.26	Cc1cc(C)c(NC(=O)c2cccs2)c(C)c1NC(=O)c1cccs1
i	0.78	N#Cc1c(/N=C/c2cccnc2)sc2c1CCCC2
i	-1.38	C/C(=N\NC(=O)c1ccc2c(c1)OCO2)c1ccc(C(=O)O)s1
i	0.03	CCN(CC)CCN1C(=O)C(O)=C(C(=O)c2cccs2)C1c1ccccn1 (stereo unspecified)
i	0.35	Cc1c(C(=O)O)sc2ncn(C)c(=O)c12
